# Assay outcomes from PubChem.
# Fam108B inh: counter-screen for RBBP9 inhibitors: inhibitors of mouse Fam108B | inhibition, % at 9.51 µM | actives 0.33% (n = 300,000) | recombinant Fam108B, FP-Rh probe fluorescence polarization;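 active means inhibition above the screen mean inhibition plus 3 SD, computed separately per campaign, cut at about 18% in these data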;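 further: inhibitors lower polarization as less probe binds the enzyme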
# GRK2 inh: human GRK2 inhibition via aptamer displacement. inhibition of aptamer binding, % at 10 µM. actives 0.59% (n = 330,000). bead flow cytometry, FAM-aptamer displacement from GRK2. AID 488847;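 active means inhibition of aptamer binding above 40%, roughly 3 SD of noise, on plates passing a quality check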;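 further: median bead fluorescence of bound FAM aptamer so fluorescent compounds give negative values; no value below 0 was filed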
# Target sequence (P25098 whole entry, looked up): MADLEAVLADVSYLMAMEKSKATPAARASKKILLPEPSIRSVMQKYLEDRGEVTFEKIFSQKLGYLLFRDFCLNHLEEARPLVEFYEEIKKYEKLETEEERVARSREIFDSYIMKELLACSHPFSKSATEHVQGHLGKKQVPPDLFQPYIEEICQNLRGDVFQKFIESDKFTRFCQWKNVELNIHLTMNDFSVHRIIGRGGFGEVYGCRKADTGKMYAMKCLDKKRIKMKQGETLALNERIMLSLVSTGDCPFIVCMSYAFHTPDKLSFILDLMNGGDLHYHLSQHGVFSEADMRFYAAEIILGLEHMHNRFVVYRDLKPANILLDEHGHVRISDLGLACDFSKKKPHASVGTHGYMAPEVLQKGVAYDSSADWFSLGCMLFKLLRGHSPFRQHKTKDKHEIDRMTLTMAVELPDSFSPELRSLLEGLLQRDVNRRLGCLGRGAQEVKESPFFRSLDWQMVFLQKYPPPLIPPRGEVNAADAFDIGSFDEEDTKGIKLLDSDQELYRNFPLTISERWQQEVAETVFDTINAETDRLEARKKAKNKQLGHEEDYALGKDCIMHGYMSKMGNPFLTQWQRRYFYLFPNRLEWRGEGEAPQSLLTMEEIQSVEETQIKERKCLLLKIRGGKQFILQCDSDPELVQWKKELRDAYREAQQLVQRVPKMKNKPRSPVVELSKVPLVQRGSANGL
# MEX-5 binding: C. elegans MEX-5 TCR-2 RNA binding activity; Q9XUB2; MEX-5/FITC-TCR2 RNA binding, fluorescence polarization; active compounds read low; activity score (negative = inhibition of binding), % at 10 µM; actives 0.38% (n = 300,000); AID 1832;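 active means inhibition past about -25% in most replicates, and total fluorescence under double the plate's negative control median, limit read from the data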;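 further: 0% = DMSO and -100% = 5 µM competing unlabeled TCR2 RNA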
# MCL1-BIM inh: disrupts human MCL1 binding to BIM-BH3 peptide; inhibition, % at 10.9 µM; Q07820; GST-MCL1 / FITC-Bim-BH3 fluorescence polarization; actives 0.68% (n = 320,000);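 active means inhibition above the mean inhibition of all tested compounds plus 3 SD, set per campaign, cut at about 40% in these data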;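 further: 0% = DMSO wells and 100% = unlabeled Bim-BH3 peptide control; higher means more loss of mP so more displacement of Bim peptide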
# PME-1 primary: blocks human protein phosphatase methylesterase 1 | Q9Y570 | recombinant PME-1, FP-Rh probe fluorescence polarization | inhibition, % at 5.9 µM | actives 0.53% (n = 320,000) | AID 2130;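 active means inhibition above the campaign mean of all compounds plus 3 SD, cut at about 26% in these data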;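 further: competitive labeling of PME-1 active site by serine hydrolase directed probe; 0% = PME-1 with DMSO and 100% = wells lacking PME-1 enzyme; inhibitors block probe labeling so polarization falls and inhibition rises; many of its hits are not listed in these tables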
# Bcl-xL primary: Bcl-xL (human) inhibition; actives 0.7% (n = 320,000); GST-Bcl-xL / FITC-Bim BH3 peptide fluorescence polarization; inhibition, % at 10.9 µM; Q07817;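 active means inhibition above the mean of all tested compounds plus 3 SD, cutoff set per campaign, cut at about 30% in these data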;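 further: 0% = DMSO wells and 100% = unlabeled Bim-BH3 peptide competitor; inhibitors lower millipolarization by displacing the labeled peptide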
# Target sequence (Q07817 whole entry, looked up): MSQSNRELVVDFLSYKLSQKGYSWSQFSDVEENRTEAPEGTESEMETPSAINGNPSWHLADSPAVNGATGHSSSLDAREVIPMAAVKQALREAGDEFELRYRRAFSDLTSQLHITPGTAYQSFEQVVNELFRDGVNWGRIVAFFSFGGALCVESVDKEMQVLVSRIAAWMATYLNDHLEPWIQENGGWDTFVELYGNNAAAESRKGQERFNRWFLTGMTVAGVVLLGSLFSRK
# Efflux pump mplx: blocks antifungal efflux pumps in multiplex yeast assay; S. cerevisiae Candida pump triplex, Nile Red efflux; actives 0.44% (n = 330,000); inhibition, % at 10 µM;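 active means plate passing quality check with inhibition over a set limit, or well fluorescence over plate mean plus 4 SD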;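 further: Nile Red retained in pooled yeast measured as flow cytometry median fluorescence; 0% = buffer negative control and 100% = Enniatin B positive control; higher means more Nile Red kept so more efflux inhibition; some compounds called inactive have numbers as strong as hits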
# GLD-1 RNA inh: GLD-1-TGE RNA interaction inhibition (C. elegans); actives 0.44% (n = 320,000); inhibition, % at 5.96 µM; purified GLD-1 + fluorescein TGE RNA, fluorescence polarization;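 active means percent inhibition above a per-plate cutoff, the plate mean of test compounds plus 3 SD, cut at about 30% in these data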;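 further: 0% = DMSO wells with GLD-1 and probe and 100% = wells lacking GLD-1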
# VLA-4 inh: inhibition in a human VLA-4 binding assay; P13612; VLA-4 expressing cells, ligand binding flow cytometry; inhibition, % (about 7 µM as worked out from the volumes in the protocol); actives 0.2% (n = 330,000); in the data active means inhibition above about 50%
# * marks the source's active call; other numbers are inactive results; x = not tested or not shown.
SMILES	MCL1-BIM inh	GRK2 inh	GLD-1 RNA inh	MEX-5 binding	PME-1 primary	VLA-4 inh	Fam108B inh	Bcl-xL primary	Efflux pump mplx
Cc1cccc(-n2ncc3c(N(C)C4CCCCC4)ncnc32)c1	1	2	6	-1.8	-1	19	-1	-3	-0.1
COc1cccc(C(=O)NC2CCN(CC(=O)Nc3ccccc3Cl)CC2)c1	8	0	1	2.2	1	9	3	5	-0.1
CCCCC(=O)Nc1ccc(C(=O)NNC(=O)CCCOc2ccc(Cl)cc2Cl)cc1	-7	0	8	0.4	-8	-5	-7	2	1.9
Cc1cc(C(F)(F)F)c2c(N)c(C(=O)NC3CC3)sc2n1	-10	0	-11	-1.3	6	3	-4	-1	0.4
NC(=O)c1c(NC(=O)c2ccccc2)sc2c1CCCC2	8	3	10	2.6	0	2	2	3	0.0
CSCCC(NC(=O)c1ccc([N+](=O)[O-])cc1Cl)C(=O)OC1CCCCC1=O (stereo not drawn)	-1	1	0	2.8	7	0	0	6	0.0
CCCCn1c(N)c(N(CCC(C)C)C(=O)c2ccccc2C)c(=O)[nH]c1=O	-2	2	6	2.7	-6	8	-1	6	-0.1
Cc1cccc(C(=O)c2ccccc2C(=O)O)c1	1	1	2	1.4	0	5	0	4	0.1
O=c1ccc(-c2n[nH]c(=S)n2-c2ccc(F)c(Cl)c2)n[nH]1	-10	9	2	-1.7	-8	-9	-4	-30	0.4
Cc1cc(C)c(S(=O)(=O)NCCCN2CCOCC2)cc1Br	-1	0	0	-3.1	-2	22	0	3	0.1

# Entries of single compounds, looked up by structure.
# Profile of NC(=O)c1c(NC(=O)c2ccccc2)sc2c1CCCC2 = MCL1-BIM inh = 8; GRK2 inh = 3; GLD-1 RNA inh = 10; MEX-5 binding = 2.6; PME-1 primary = 0; VLA-4 inh = 2; Fam108B inh = 2; Bcl-xL primary = 3; Efflux pump mplx = 0.0
# Profile of CCCCn1c(N)c(N(CCC(C)C)C(=O)c2ccccc2C)c(=O)[nH]c1=O = MCL1-BIM inh = -2; GRK2 inh = 2; GLD-1 RNA inh = 6; MEX-5 binding = 2.7; PME-1 primary = -6; VLA-4 inh = 8; Fam108B inh = -1; Bcl-xL primary = 6; Efflux pump mplx = -0.1
# Profile of Cc1cc(C(F)(F)F)c2c(N)c(C(=O)NC3CC3)sc2n1 = MCL1-BIM inh = -10; GRK2 inh = 0; GLD-1 RNA inh = -11; MEX-5 binding = -1.3; PME-1 primary = 6; VLA-4 inh = 3; Fam108B inh = -4; Bcl-xL primary = -1; Efflux pump mplx = 0.4

# (more compounds)
SMILES	MCL1-BIM inh	GRK2 inh	GLD-1 RNA inh	MEX-5 binding	PME-1 primary	VLA-4 inh	Fam108B inh	Bcl-xL primary	Efflux pump mplx
CC1(C)C2CCC1(CS(=O)(=O)NCc1ccc(S(N)(=O)=O)cc1)C(=O)C2 (stereo not drawn)	12	1	1	0.6	-2	-8	2	1	-0.1
Cc1cc(C(=O)N2CC(C)CC(C)C2)n(-c2ccccc2)n1 (stereo not drawn)	-1	7	2	-1.7	0	-11	-1	3	0.1
O=C(N/N=C/c1ccc(F)cc1)c1cccc(NC(=O)c2ccccc2Cl)c1	1	0	10	0.8	-18	-5	-6	-1	0.2
CCn1c(NC)cc(=O)n(C)c1=O	-8	0	3	2.6	-2	1	2	-2	-0.1
CCc1ccc(CCC(=O)Nc2sc3c(c2C#N)CCCC3)o1	9	3	-1	0.9	1	19	-3	2	-0.1
Cc1cc(NS(=O)(=O)c2ccc3c(c2)OCCO3)no1	-1	1	-1	0.2	-2	4	-1	1	0.0
CCCc1cc(=O)oc2cc(OC(C)C(=O)NCCCn3ccnc3)ccc12 (stereo not drawn)	-1	0	-5	1.1	-1	-1	-4	8	-0.2
O=C(CSc1nnc(NC(=O)Cc2ccccc2)s1)NCc1ccco1	8	60*	-2	1.0	-1	11	-4	0	0.1
CCCCN(CCCNC(=O)c1ccc(CS(=O)(=O)c2c(Cl)cccc2Cl)o1)Cc1ccccc1	-3	0	-1	-0.9	-3	2	0	-7	-0.3
O=C(OCC(=O)N1CCOCC1)c1cc(S(=O)(=O)N2CCOCC2)c(Cl)cc1Cl	0	0	-2	x	-1	2	x	0	0.0
CC1CCCCC1NC(=O)CN1CCC(NC(=O)c2cccc(F)c2)CC1 (stereo not drawn)	5	0	6	1.9	12	0	1	5	0.1
O=C(Nc1cc(Cl)ccc1N1CCOCC1)C1=COCCO1	1	0	1	1.7	-1	5	0	-1	0.0
Cc1[nH]c2ccccc2c1/C=N/NC(=O)CNC(=O)c1ccccc1	5	2	7	-1.2	7	1	1	7	-0.2
CCCCN1C(N)=NC[C@H]1Cc1ccc(O)cc1	7	0	4	0.2	-3	-2	-1	0	-0.1
Cc1ccc(NC(=O)C2CCN(S(=O)(=O)c3cccnc3)CC2)cc1C	1	2	2	2.1	-4	1	4	5	-0.2
O=Nc1[nH]c(=O)c(/C=C(\O)c2ccccc2)nc1NO	x	0	x	-20	x	-10	x	x	-0.1
COc1ccc(NC(=O)/C=C/c2ccc(F)cc2)cn1	5	0	8	1.3	-5	9	4	9	1.6
CCOc1ccc(C(=O)Nc2ccc3c(c2)OCCO3)cc1	9	1	9	-1.9	1	13	0	6	-0.1
COc1cc(C(=O)Nc2cccc(-c3nc4cc(C)ccc4o3)c2C)cc(OC)c1OC	5	24	3	0.2	-2	9	-3	4	0.3
CCOc1ccc(NC(=S)C(C#N)=C2N(C)c3ccccc3N2C)cc1	16	0	0	0.4	4	2	-3	13	0.2

# Some entries already given, showing only PME-1 primary:
structure,PME-1 primary
O=C(CSc1nnc(NC(=O)Cc2ccccc2)s1)NCc1ccco1,-1
CCCCN(CCCNC(=O)c1ccc(CS(=O)(=O)c2c(Cl)cccc2Cl)o1)Cc1ccccc1,-3

# New compounds follow
SMILES	MCL1-BIM inh	GRK2 inh	GLD-1 RNA inh	MEX-5 binding	PME-1 primary	VLA-4 inh	Fam108B inh	Bcl-xL primary	Efflux pump mplx
O=C1C=C(NCCN2CCOCC2)CC(c2ccccc2)C1 (stereo not drawn)	3	0	5	1.7	-11	2	4	2	0.0
CCOC(=O)C1CCCN(Cc2cn(C)nc2-c2ccc3c(c2)OCCO3)C1 (stereo not drawn)	7	2	-2	0.7	4	-10	0	3	-0.1
CC(C)N=C(NC#N)SCC(=O)NC(C)(C)C	2	1	1	0.7	3	0	-1	6	-0.5
COc1cccc(C(=O)N2CCN(Cc3ccccc3C(F)(F)F)CC2)c1	5	0	7	-1.8	2	3	-2	3	-0.1
CCSc1nnc(NC(=O)Cc2ccc(OC)cc2)s1	2	1	1	0.6	-5	7	-1	4	-0.1
O=C(COC(=O)CCc1ccc(S(=O)(=O)N2CCOCC2)cc1)NCc1ccc(Cl)cc1	-8	2	-8	2.1	-4	9	1	-2	0.0
O=c1c(F)cn(C2CCCO2)c(=O)n1Cc1ccc(Cl)cc1 (stereo not drawn)	-5	3	9	-1.2	5	2	1	0	0.1
COC(=O)c1c(NC(=O)C2CCCCC2C(=O)O)sc2c1CCCCC2 (stereo not drawn)	-2	0	-4	-1.6	3	31	-2	-1	0.0
COc1cn(-c2ccccc2)nc1C(=O)Nc1ccc(C)cc1	-6	1	-5	1.1	-7	7	-2	1	1.2
Cc1cccc(C)c1NC(=O)CSc1nnc(-c2ccncc2)n1Cc1ccco1	-6	2	-7	-3.3	-3	14	-5	-8	0.1

# Single entries from the list:
# `O=C(COC(=O)CCc1ccc(S(=O)(=O)N2CCOCC2)cc1)NCc1ccc(Cl)cc1` in Efflux pump mplx: 0.0
# `COc1cccc(C(=O)N2CCN(Cc3ccccc3C(F)(F)F)CC2)c1` in VLA-4 inh: 3
# `CC(C)N=C(NC#N)SCC(=O)NC(C)(C)C` in GRK2 inh: 1

# Next section:
SMILES	MCL1-BIM inh	GRK2 inh	GLD-1 RNA inh	MEX-5 binding	PME-1 primary	VLA-4 inh	Fam108B inh	Bcl-xL primary	Efflux pump mplx
O=C(O)c1ccc(Nc2nc(-c3ccc([N+](=O)[O-])cc3)nc3ccccc23)cc1	x	0	x	1.6	x	14	x	x	0.0
CC1CCCC(NC(=O)CNC(=S)N(Cc2ccccc2)Cc2cccs2)C1C (stereo not drawn)	9	3	-5	1.1	0	-3	-5	5	0.4
Cc1cccn2c(=O)nc(SCC(=O)NCCc3ccccc3)nc12	4	2	-3	-0.9	4	7	3	2	0.0
CC1C(=O)CCC1(C(=O)O)c1ccccc1 (stereo not drawn)	-3	3	4	-1.7	7	13	-5	2	0.0
CCOC(=O)c1c(C)[nH]c(C(=O)CN2C(=O)NC(C)(c3ccc(C)cc3)C2=O)c1C (stereo not drawn)	-1	1	2	-1.6	-4	6	-3	4	0.0
CCn1c(SCC(=O)NC2CCCC2)nnc1C(C)NC(=O)c1ccccc1F (stereo not drawn)	6	1	3	1.3	1	7	-3	-1	0.0
COc1cccc(N=C2CC(C)(C)CC(=O)/C2=C(/O)c2ccccc2)c1	6	95*	-1	-0.5	7	-5	-11	4	0.1
Cc1ccc(C(=O)N2CCC(C)CC2)cc1NC1=NC2CS(=O)(=O)CC2S1 (stereo not drawn)	10	3	-6	1.7	1	67*	4	3	0.5
Cc1ccc(CS(=O)(=O)c2ncc(Cl)c(C(=O)Nc3ccc(OC(F)F)cc3)n2)cc1	21	1	2	0.9	-11	1	-13	7	-0.1
COc1ccc(OC2OC3COC(C)(C)OC3C(O)C2NC(C)=O)cc1 (stereo not drawn)	-4	1	9	0.0	-8	4	-8	4	0.0
CN(C)CC(c1ccccc1)c1ccccc1	10	4	0	0.1	-5	8	1	5	0.1
O=C(c1cc2c(s1)CCCC2)n1cccn1	8	1	-5	-2.0	6	-3	-5	0	0.0
CCNC(=O)CC1C(=O)N(c2ccc(OC)cc2)C(=O)N1CCOC (stereo not drawn)	6	0	-1	-0.9	-1	6	-3	1	0.1
CCOc1cc(C(N)=O)cc(Br)c1OCc1ccccc1	-3	0	0	0.2	2	12	1	0	-0.2
Cc1cc(NC(=O)c2ccc(Cl)cc2)cc(C)c1OCC(=O)N1CCOCC1	4	3	-2	0.3	2	-2	-1	1	0.0
CN(CC(=O)Nc1cccc(F)c1)C(=O)Cc1n[nH]c(=O)c2ccccc12	-6	0	0	2.0	6	13	2	-5	0.1
O=S(=O)(c1ccc(Br)s1)N1CCN(CCOc2ccccc2)CC1	-16	0	0	x	1	11	x	-5	0.6
CCOC(=O)C1=C(CNCc2ccc(C)cc2)NC(=O)NC1c1ccc(OC)cc1 (stereo not drawn)	7	4	2	-2.6	-6	17	2	0	0.2
Cc1oc(/N=C/c2ccc(F)cc2)c(C#N)c1C	x	0	x	-0.8	x	2	x	x	-0.1
CCCCSc1nnc(CCC)n1N	0	0	2	-0.3	1	4	-6	1	0.1
CC(C)[C@H](CO)Nc1nc(NCc2ccc(S(N)(=O)=O)cc2)c2ncn(C(C)C)c2n1	4	0	-10	-1.6	1	23	3	6	0.1
COc1ccc(OC)c(-n2c(-c3ccn[nH]3)n[nH]c2=S)c1	-2	0	8	1.3	3	2	3	3	0.0
CCCS(=O)(=O)N1CCC(C(=O)N2CCN(Cc3ccccc3)CC2)CC1	-2	0	0	-4.3	2	0	1	0	0.0
COc1ccc(-n2cnnc2SCC(=O)Nc2cccc(S(=O)(=O)N3CCCCC3)c2)cc1	-4	5	5	0.8	-1	8	2	0	-0.3

# Not all compounds are listed, so the mix of outcomes need not match the whole.
